Bioassay records from PubChem BioAssay.
KB-3-1 tox: KB-3-1 parental cell cytotoxicity. 400,000 compounds, 1.4% hits. Potency, µM (doses to about 46.1 µM), for inactives: top-dose activity change, negative = cytotoxic, actives largely listed as cytotoxic. KB-3-1 viability, CellTiter-Glo ATP luminescence, 72 h; note: potency is the fitted concentration of half-maximal effect; % is set by controls: 0 for no effect and ±100 for the full control effect; nearly all actives have a fitted effect of over 60% in size
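Parental KB-3-1 adenocarcinoma cells in phenol-red-free DMEM with 10% FBS were pin-treated with compounds at several concentrations, incubated 72 h at 37 °C, and viability read by CellTiter-Glo luminescence; concentration-effect curves were fitted after normalization.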
KB-V1 MDR tox: KB-V1 MDR subline cytotoxicity; KB-V1 MDR cells viability, CellTiter-Glo, 72 h; Potency, µM (series often up to 46.1 µM), for inactives: at the top dose activity change, negative = cytotoxicity, usual class: cytotoxic; 400,000 compounds, 3.4% hits; AID 1347076; note: potency is the fitted concentration of half-maximal effect; % is set by controls: 0 for no effect and ±100 for the full control effect; nearly all actives have a fitted effect of over 60% in size
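KB-V1 cells (P-gp-expressing MDR subline of KB-3-1) in phenol-red-free DMEM with 10% FBS were exposed to library compounds over a concentration series for 72 h at 37 degrees C. Viability read by CellTiter-Glo luminescence; concentration-effect curves fitted after normalization.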
ATXN2 expr inh: inhibitors of ATXN2 expression | HEK-293 ATXN2-luciferase reporter, luminescence, 24 h | Potency, µM (titrated, usually from 57 µM), for the others: at the top dose activity change, negative = inhibition, most hits filed as inhibitors | 360,000 compounds, 0.72% hits; note: potency is the fitted concentration of half-maximal effect; % is set by controls: 0 for no effect and ±100 for the full control effect; nearly all actives have a fitted effect of over 55% in size
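qHTS (up to 57 uM final) was run with 24 h compound exposure of reporter cells at 37 °C. Each well was multiplexed: SteadyGlo luminescence measured ATXN2-luciferase expression after a fluorogenic Gly-Phe-AFC viability readout (25 uM final).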
S2 tox: cell viability loss in ATXN counter-screen; AID 651635; 400,000 compounds, 0.49% hits; S2 cells (HEK-293 line with an ATXN2-luciferase reporter) viability, CellTiter-Fluor protease fluorescence, 24 h; Potency, µM (doses to about 56.7 µM), most hits filed as cytotoxic; note: potency is the fitted concentration of half-maximal effect; nearly all actives have a fitted effect of over 40% in size
IL1B secr inh: blocks inflammasome-driven IL-1 beta release; activity change, % at 57.5 µM; THP-1 LPS/ATP IL-1B secretion, AlphaLISA, 16 h; active compounds read low; 360,000 compounds, 4.7% hits; AID 743279; in the data active = activity change below about -50%; inconclusive = mostly about -30% to -49%; note: % is set by controls: 0 for no effect and ±100 for the full control effect
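THP-1 cells pretreated 1 hr with compounds (up to 57.5 uM final), then stimulated with LPS (250 ng/mL final) plus ATP (1.25 mM final); secreted IL-1B measured by AlphaLISA after 16 hr, decreased signal indicating inhibition.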
SW480 rereplic: induces DNA re-replication in SW480 colon adenocarcinoma cells; SW480 DNA re-replication, Hoechst DNA content imaging, 48 h; 340,000 compounds, 1.8% hits; Potency, µM (highest dose often 46.1 µM), without a hit: at the highest dose re-replication activation, hits mostly activators; note: potency is the fitted concentration of half-maximal effect; % of control where 0% means no effect; nearly all actives have a fitted effect of over 55% in size
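DNA re-replication was detected as more nuclei of elevated Hoechst intensity after 48 hr exposure to compound (23 nL pinned per well of 250 cells).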
MCF10A rerep: DNA re-replication induction in MCF 10a cells | Potency, µM (titrated, usually from 46.1 µM), inactives show at the top dose activity, positive = re-replication, actives largely listed as activators | AID 624296 | 350,000 compounds, 2.9% hits | MCF 10A DNA re-replication, Hoechst nuclear intensity, 48 h; note: potency is the fitted concentration of half-maximal effect; % of control where 0% means no effect; nearly all actives have a fitted effect of over 50% in size
HT1080-NT tox: kills 2HG-producing HT-1080-NT fibrosarcoma cells. HT-1080-NT fibrosarcoma viability, CellTiter-Glo ATP luminescence, 48 h. Potency, µM (top dose mostly 46.1 µM), for the others: at the highest dose activity, negative = less viability, usual class: cytotoxic. 360,000 compounds, 1.6% hits. AID 686970;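 note: NT is the 2HG producing partner of a matched IDH1 knockdown line; potency is the fitted concentration of half-maximal effect; 0% = DMSO-treated cells and -100% = media-only wells without cells; nearly all actives have a fitted effect of over 55% in size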
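Viability by CellTiter-Glo luminescence after 48 h compound exposure at 37C of HT-1080-NT cells (750/well, RPMI, 5% FBS). % activity scaled between DMSO wells and medium-only wells, then curve-fitted and categorized by curve class.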
HT1080 IDH1KD tx: kills HT-1080 cells with IDH1 knockdown | HT-1080 IDH1 knockdown viability, ATP luminescence, 48 h | Potency, µM (series often up to 46.1 µM), inactives show at the top dose activity, negative = toxicity, usual class: cytotoxic | 360,000 compounds, 2% hits;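 note: potency is the fitted concentration of half-maximal effect; 0% = DMSO wells and -100% = cell-free medium wells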
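Cytotoxicity counter-line: IDH1KD HT-1080, 48 h, CellTiter-Glo. Curves classed by r2, magnitude and activity.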
Numbers without * were called inactive; i = inactive; ? = inconclusive; . = not tested or not shown; [ ] = remark or other dose. Unless noted, calls come from the whole dose curve; as a rule, active = well fitted curve in the direction sought with a large enough effect; inconclusive = small, poorly fitted or top-dose-only effect, or another doubt; inactive = no such curve, though single readings can be large; an effect the other way counts as inactive or inconclusive.

Second line of a record: KB-3-1 tox, KB-V1 MDR tox, ATXN2 expr inh, S2 tox, IL1B secr inh, SW480 rereplic, MCF10A rerep, HT1080-NT tox, HT1080 IDH1KD tx
Cc1cccc(N=Nc2c(O)[nH]c3ccc(F)cc23)c1
  0%, -11%, 75%[activator], ., -6, 1%, ?, -18%, -16%
COc1ccc(NC(=O)c2ccc([N+](=O)[O-])s2)c([N+](=O)[O-])c1
  -1%, 0%, -28%, i, 0, ?, 10%, 1%, -1%
COc1cccc(C(=O)NCCS(=O)(=O)N2CCN(c3ccccc3)CC2)c1OC
  -19%, ?, ., i, -25, ., ., 2%, -5%
O=C1CN(C(=O)NCCC(=O)NC2CCCCC2)c2ccccc2N1
  -9%, 1%, ., ?, 8, -24%, -1%, 13%, 7%
COc1ccc(C(=O)Nc2ccc(Cl)c(S(=O)(=O)N3CCOCC3)c2)cc1
  ?, 7.3µM*, ?, ?, -75*, 3%, ?, 3.7µM*, -4%
Cn1c(=O)c2nc(NCc3ccccc3)cnc2n(C)c1=O
  -24%, 18µM*, -10%, ., 8, 1%, 0%, -2%, 13%
O=C1C=C(O)c2cccc(O)c2C1=O
  0%, -27%, -18%, i, 15, -4%, ?, -21%, -2%
Cc1sc(NC(=O)C2CCCCC2)c(C#N)c1-c1ccccc1
  9%, -9%, 94%[activator], i, 22, 0%, 19%, 12%, 4%
Cc1cc(C)n(C(=O)CNC(=O)/C=C/c2ccccc2)n1
  0%, 0%, 6%, i, 15, -1%, 2%, 17%, 15%
Nc1nc(Cl)nc2c1ncn2C1OCC(O)C(O)C1O (stereo unspecified)
  8%, 0%, -15%, i, 0, 0%, 7%, 11%, 8%
Cc1cc([N+](=O)[O-])nn1Cc1ccc(C(=O)N/N=C/c2ccccc2)cc1
  -3%, -2%, -9%, i, 0, 2%, -4%, -7%, 2%
CCOc1nc(-c2ccc(C)cc2)ccc1-c1noc(COC)n1
  -7%, -27%, -13%, i, 42, 6%, ?, -24%, -3%
CCOC(=O)Cc1cc(-c2ccccc2)nc2ccc3ccccc3c12
  -3%, -14%, 9%, i, 28, 2%, 22%, 3%, -2%
COc1cccc(CNC(=O)C2CCCN(S(=O)(=O)c3c(C)n[nH]c3C)C2)c1 (stereo unspecified)
  14%, 9%, -1%, i, 23, -3%, 1%, 10%, 7%
CCOc1ccc(C(=O)NCC(=O)N2CCN(C/C=C/c3ccccc3)CC2)cc1OCC
  -5%, ?, -2%, i, 4, -4%, 3%, 2%, 1%
O=C(c1ccccc1)C(C(=O)N1CCc2ccccc2C1)n1ccccc1=O (stereo unspecified)
  0%, -16%, -2%, i, -77*, 2%, ?, ?, -27%
CCN(CC)c1ccc(S(=O)(=O)N2CCOCC2)cc1NC(=O)CSc1nncn1C
  18%, 4%, 11%, i, 0, -5%, -5%, 2%, 8%
COc1ccc(CCN(C)C(=O)c2c(C)nn(-c3ccccc3)c2C)cc1OC
  -5%, -29%, 4%, ?, i, -17%, -1%, 5%, -2%
COC(=O)C1=C(C)N(Cc2ccccc2)C(=NCc2cc(OC)c(OC)c(OC)c2)N[C@H]1CCc1ccccc1
  -16%, 1%, -31%, ?, -58*, 6%, -20%, -3%, -4%
COc1ccc(NC(=O)CSCc2ccc(C)cc2)cc1
  -2%, -13%, 12%, i, 0, 19%, -2%, 1%, 20%
Cc1cc(OCC(=O)Nc2cccnc2)c2c(C)cc(=O)oc2c1
  ?, -8%, 0%, i, -25, 16%, 0%, -7%, 4%
O=C(N/N=C/C=C/c1ccc([N+](=O)[O-])cc1)c1cccs1
  -1%, 22%, 3%, i, 12, -1%, 0%, -9%, -7%
COc1cccc(C(=O)Nc2ccc3nc4n(c(=O)c3c2)CCCC4)c1
  -1%, -1%, 2%, i, ?, -1%, -2%, -3%, -1%
CCOC(=O)Cc1[nH]nc2c1C(c1ccsc1)C(C#N)=C(N)O2 (stereo unspecified)
  ?, -7%, 3%, i, -65*, -6%, 3%, 0%, 1%
CC(SC(C)C(=O)NN=Cc1cccc(F)c1)C(=O)NN=Cc1cccc(F)c1 (stereo unspecified)
  -7%, 4%, -27%, i, 16, 9%, 10%, 8%, 1%
C/C(=N\NC(=O)NC1CCCCC1)c1ccco1
  8%, -1%, 9%, i, -13, -2%, 0%, -4%, 16%
CC(C)(C)C(=O)NC(=S)Nc1ccc(S(=O)(=O)Nc2nccs2)cc1
  -2%, 2%, -6%, i, -9, ?, 0%, -3%, 0%
Cc1ccc2c(c1)nnc1nnc(SCC(=O)O)n12
  2%, -9%, -2%, i, ., -4%, ?, -1%, 1%
Cc1occc1C(=O)Nc1cccc(/C=C/C(=O)O)c1
  -7%, -3%, 0%, i, 0, -9%, -3%, 1%, 4%
CN(CC(=O)Nc1ccccc1Cl)C(=O)Cn1nnc(-c2ccc(F)cc2)n1
  25%, -29%, 5%, i, -6, -3%, -1%, -5%, -18%

Continuation.
Second line of a record: KB-3-1 tox, KB-V1 MDR tox, ATXN2 expr inh, S2 tox, IL1B secr inh, SW480 rereplic, MCF10A rerep, HT1080-NT tox, HT1080 IDH1KD tx
COc1ccc(NS(=O)(=O)c2ccc(NC(C)=O)cc2)c(OC)c1
  7%, 6%, -23%, i, 45, ?, ?, -22%, -29%
O=C1NC(c2ccccc2)=NC1(NS(=O)(=O)c1ccc(Cl)cc1)C(F)(F)F (stereo unspecified)
  8%, 1%, 2%, i, 0, -39%[inhibitor], 24%, 2%, -1%
N#CCCCn1c(-c2ccccc2)noc1=O
  0%, -5%, 1%, i, 1, 0%, 4%, 0%, 7%
CCCC(=O)n1nc(-c2ccc(C)cc2)nc1NCc1ccco1
  10%, 3%, 40%[activator], ., -5, 5%, -3%, ?, 13%
Cc1cc(C)cc(N(CC(=O)NC(C)C)C(=O)CCC(=O)Nc2ccccn2)c1
  17%, -21%, -19%, i, -10, 4%, ?, 4%, 5%
CCOC(=O)N1CCN(S(=O)(=O)c2cc3c(cc2C)NC(=O)CO3)CC1
  1%, ?, 7%, i, 9, 1%, 4%, 3%, 1%
COc1cccc(C2c3[nH]c4ccccc4c3C[C@H]3C(=O)N(c4ccccc4C(=O)N4CCC(C(=O)O)CC4)C(=O)N23)c1 (stereo partly specified)
  0%, 14%, 6%, i, 26, -22%, 3%, -1%, -1%
Cc1ccc(C(=O)N/C(N)=N/c2nc3ccccc3o2)cc1
  -1%, 13%, 6%, i, 13, 6%, ?, 8%, 16%
O=C1NN=C(c2ccc(Cl)cc2)CC1c1cccc(Br)c1 (stereo unspecified)
  -6%, ?, -30%, i, -51*, -7%, ?, ?, ?
CC(C)C[C@@H](CN1CCC[C@@H]1CN1C(=S)NC[C@@H]1Cc1ccc(O)cc1)N1C[C@H](Cc2ccc(O)cc2)N(CCc2ccccc2)C1=S
  -14%, ?, -23%, 28µM*, -59*, ., ., 26µM*, ?
COc1ccc(-c2cc(C(=O)NCc3ccc(F)cc3)c3c(-c4ccc(F)cc4)[nH]nc3n2)cc1OC
  ?, ?, -14%, i, ., ., ., ., .
COc1ccc(NC(=O)CN(C)CC(=O)Nc2cccc(C(C)=O)c2)cc1
  -1%, -1%, 11%, i, 16, -12%, ?, 7%, -2%
COc1ccc(C(=O)Nc2cccc(S(=O)(=O)NC3=NCCCCC3)c2)cc1
  -18%, -9%, -17%, i, 21, ?, 0%, -1%[9.24 µM], -2%
O=C(O)C1CCCCN1S(=O)(=O)c1cccc2nsnc12 (stereo unspecified)
  1%, 0%, -9%, i, 0, -3%, 28%, 13%, 15%
CCc1cccc(N2C(=O)CS(=O)(=O)C23C(=O)N(Cc2ccccc2)c2ccc(C)cc23)c1 (stereo unspecified)
  -7%, ?, -2%, i, ., ., ., ., .
C/C(=C\C(=O)c1ccccc1)NNC(=O)c1ccc(Cl)cc1
  -28%, 0%, -13%, i, 52, ?, ?, -18%, -28%
Cc1cccc(Cn2cccc2CNS(=O)(=O)c2ccc(Br)cc2)c1
  -13%, -12%, ?, ?, ., ., ., ., .
O=C(C1=C(O)C(=O)N(CCCn2ccnc2)C1c1cccc(Br)c1)c1ccco1 (stereo unspecified)
  -6%, 22%, 4%, i, 4, 6%, 0%, 4%, 10%
Brc1ccc(CSc2ncn[nH]2)cc1
  5%, 22%, 1%, i, -13, -20%, -5%, -15%, -27%
COCc1cc(C)nc(OCC(=O)N/N=C/c2ccc(O)cc2)c1C#N
  0%, -8%, 2%, i, -9, 18µM*, -1%, -1%, -20%
O=C(c1ccc(NS(=O)(=O)c2ccc3[nH]c(=O)[nH]c3c2)cc1)N1CCCC(C(F)(F)F)C1 (stereo unspecified)
  13%, 2%, -7%, i, 1, -3%, 0%, -3%, 6%
CN(C)c1ccc(CNC(=O)c2sc3ncccc3c2-n2cccc2)cc1
  2%, -29%, 13%, i, ., ., ., ., .
Cc1nc(SCc2ccc(F)cc2)c([N+](=O)[O-])[nH]1
  7%, 7%, 17%, i, 15, -2%, 3%, 3%, 7%
COc1ccc(NS(=O)(=O)c2cccc(C(=O)NCC(c3ccc(OC)cc3)N3CCCC3)c2)cc1 (stereo unspecified)
  -22%, -15%, 0%, i, ?, 25%, -2%, ?, ?
CN(C(=O)c1cccc(NC(=O)Cc2ccc(NC(=O)C3CCCN(C(=O)CCc4ccccc4)C3)cc2)c1)C1CCCC1 (stereo unspecified)
  6.5µM*, 13%, ?, ?, -1, 3%, ?, -22%, -18%
COc1ccc(NC(=O)Cc2nnc(SCC(=O)NC3CCCCC3C)n2C)cc1 (stereo unspecified)
  4%, 21%, -14%, i, -1, 4%, -1%, -1%, 2%
CCCn1nnc(NC(=O)c2ccc(Cl)cc2Cl)n1
  8%, 2%, 12%, i, -1, -4%[9.22 µM], ?, 8%, 5%

SW480 rereplic: what is marked active above.
SMILES | IL1B secr inh | SW480 rereplic
COCc1cc(C)nc(OCC(=O)N/N=C/c2ccc(O)cc2)c1C#N | -9 | 18µM*
